G9a inh: G9a (human) methyltransferase inhibition | G9a H3K9 monomethylation, AlphaScreen, 2 h | Potency, µM (doses to about 102 µM), for inactives: top-dose activity, negative = inhibition, most hits filed as inhibitors | 350,000 tested, 8.8% active | AID 504332; note: % is set by controls: 0 for no effect and ±100 for the full control effect; nearly all actives have a fitted effect of over 75% in size
Target sequence (Q96KQ7 913-1193 limits assumed): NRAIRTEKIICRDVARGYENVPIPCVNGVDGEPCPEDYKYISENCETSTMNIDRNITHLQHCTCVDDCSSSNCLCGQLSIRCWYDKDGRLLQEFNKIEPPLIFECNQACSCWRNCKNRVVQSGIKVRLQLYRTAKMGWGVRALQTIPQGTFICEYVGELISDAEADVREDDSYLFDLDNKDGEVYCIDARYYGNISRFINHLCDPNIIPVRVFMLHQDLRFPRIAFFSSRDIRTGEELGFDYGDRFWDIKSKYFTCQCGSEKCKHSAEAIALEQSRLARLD
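G9a (20 nM) preincubated 15 min RT with compounds, then 500 nM biotinylated H3K9 peptide and 20 uM SAM added; 2 h RT reaction. Monomethyl-H3K9 product detected by AlphaScreen with anti-H3K9me1 antibody, streptavidin donor and anti-rabbit IgG acceptor beads.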
Pin1 inh: blocks the human prolyl isomerase Pin1 | Q13526 | Pin1 FP peptide displacement, HiFluor488, 10 min | Potency, µM (highest dose often 115 µM), without a hit: top-dose activity, negative = inhibition, hits mostly inhibitors | 390,000 tested, 0.009% active | AID 504891; active = well fitted inhibition curve with a large enough effect in the polarisation, with a control signal flat, not every such curve was filed as active; inconclusive = small, poorly fitted or top-dose-only effect, or effect the other way, or a change in a side signal; inactive = no such curve, though single readings can be large or run the other way; the % refers to the polarisation; note: % is set by controls: 0 for no effect and ±100 for the full control effect
Target sequence (Q13526 whole entry, looked up): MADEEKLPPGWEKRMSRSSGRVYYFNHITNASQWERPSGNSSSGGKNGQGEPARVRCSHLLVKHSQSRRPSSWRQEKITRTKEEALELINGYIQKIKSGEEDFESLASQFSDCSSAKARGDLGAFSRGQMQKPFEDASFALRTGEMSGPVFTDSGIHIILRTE
JMJD2A Tudor inh: blocks the human JMJD2A Tudor domain; O75164; AlphaScreen JMJD2A-Tudor / H3K4me3 peptide binding; Potency, µM (highest dose often 114 µM), without a hit: at the highest dose activity change, negative = inhibition, most hits filed as inhibitors; 390,000 tested, 4.4% active; note: % is set by controls: 0 for no effect and ±100 for the full control effect; nearly all actives have a fitted effect of over 50% in size
GLS inh: blocks human kidney-isoform glutaminase activity; Potency, µM (titrated, usually from 45.5 µM), without a hit: at the highest dose activity change, negative = inhibition, usual class: inhibitors; O94925; AID 624170; 410,000 tested, 0.21% active; GLS enzymatic activity, qHTS titration; note: % is set by controls: 0 for no effect and ±100 for the full control effect
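Glutamate formation by hKGA was monitored fluorometrically using coupled glutamate oxidase, HRP and Amplex Red. Substrate was added as 1 mM L-glutamine solution; incubation was 30 min at RT after an initial read.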
BLM helicase inh: blocks DNA unwinding by human BLM helicase; P54132; recombinant BLM DNA unwinding, fluorescence dequenching; Potency, µM (doses to about 56.1 µM), for the others: at the top dose activity change, negative = inhibition, hits mostly inhibitors; 350,000 tested, 0.2% active; AID 2528;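 note: plate controls were vehicle for no effect and no enzyme for full effect; nearly all actives have a fitted effect of over 35% in size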
HP1b binding inh: blocks HP1-beta chromodomain binding to methylated histone tails. Potency, µM (titrated, usually from 114 µM), for the others: at the top dose activity change, negative = inhibition, most hits filed as inhibitors. AID 540317. 390,000 tested, 0.56% active. AlphaScreen HP1-beta / biotin-H3K9me3 peptide binding; note: nearly all actives have a fitted effect of over 70% in size; inactives centre near 23
Target sequence (P83916 whole entry, looked up): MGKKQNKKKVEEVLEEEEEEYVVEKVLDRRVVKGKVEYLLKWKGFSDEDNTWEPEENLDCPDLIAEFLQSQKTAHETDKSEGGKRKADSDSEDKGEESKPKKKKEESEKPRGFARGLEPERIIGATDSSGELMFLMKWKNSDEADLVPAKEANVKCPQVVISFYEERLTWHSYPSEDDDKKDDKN
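AlphaScreen: HP1-beta (50 nM) preformed 30 min with biotin-H3(1-18)K9me3 peptide (50 nM) in PBS pH 7.4, 0.01% Tween-20. Compound added for 30 min at RT, then streptavidin donor/nickel chelate acceptor beads (10 ug/mL) for 30 min.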
BAZ2B inh: BAZ2B (human) inhibition; AlphaScreen BAZ2B-H3K14Ac peptide displacement; Potency, µM (top dose mostly 114 µM), inactives show at the highest dose activity change, negative = inhibition, most hits filed as inhibitors; 360,000 tested, 4.4% active; AID 504333; note: % is set by controls: 0 for no effect and ±100 for the full control effect; nearly all actives have a fitted effect of over 60% in size
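AlphaScreen displacement of biotin-H3(5-23)K14Ac peptide (50 nM final) from BAZ2B (50 nM final) in PBS pH 7.4, 0.01% Tween-20; complex preformed 30 min RT, then compounds (top 110 uM) 30 min RT, beads 20 min dark.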
Pol iota inh: DNA polymerase iota (human) inhibition; Pol iota fluorescent replication assay, 10 min; Potency, µM (top dose mostly 115 µM), without a hit: top-dose activity, negative = inhibition, most hits filed as inhibitors; 390,000 tested, 1% active; AID 588590
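Fluorescent replication assay read twice, at 0 min and 10 min after adding 50 nM (final) substrate. Enzyme (10 nM) and compounds were first incubated 15 min at room temperature; enzyme-free buffer wells were negative controls.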
Tb PGK inh: blocks T. brucei phosphoglycerate kinase; AID 602233; PGK/GAPDH coupled, Kinase-Glo luminescence, 60 min; Potency, µM (top dose mostly 57.5 µM), for the others: at the highest dose activity change, negative = inhibition, hits mostly inhibitors; 380,000 tested, 0.043% active; note: % is set by controls: 0 for no effect and ±100 for the full control effect; nearly all actives have a fitted effect of over 60% in size
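Luminescent ATP detection (Kinase-Glo Plus) follows a 60-minute room-temperature incubation, with wells lacking PGK as controls. Buffer: 100 mM TEA (pH 7.6), 5 mM MgCl2, 0.01% Tween-20. Coupling enzyme GAPDH (100 nM final) supplies unstable 1,3-BPG in-well.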
The depositor's hits bear a star; i = inactive; ? = inconclusive; nt = no result given; & = joins results of further samples; [ ] = remark or other dose. Unless noted, calls come from the whole dose curve; as a rule, active = well fitted curve in the direction sought with a large enough effect; inconclusive = small, poorly fitted or top-dose-only effect, or another doubt; inactive = no such curve, though single readings can be large; an effect the other way counts as inactive or inconclusive. Potency is the fitted concentration of half-maximal effect. These rows are one share of the data; count on the stated rates, not on these rows.

Tb PGK inh | GLS inh | BLM helicase inh | BAZ2B inh | Pol iota inh | HP1b binding inh | G9a inh | Pin1 inh | JMJD2A Tudor inh | molecule
-10.0% | -3.3% | 1.8% | -2.0% | ? | 31.9% | ? | -2.5% | -5.9% | CCNCCOC(c1ccccc1)c1ccccc1
5.6% | 4.5% | 0.9% | -26.8% | -7.4% | 23.9% | 30.8% | 24.3% | -18.2% | COc1ccc(C(=O)N/N=C/c2ccc(OC)c(COc3ccccc3)c2)cc1
-4.7% | -8.0% | nt | nt | 15.9% | 37.2% | nt | -5.2% | -6.9% | COC(=O)[C@@H](Cc1ccccc1)NS(=O)(=O)N[C@H](Cc1ccccc1)C(=O)OC
-5.0% | 7.8% | 2.3% | -15.1% | ? | 35.7% | -7.8% | -5.4% | -1.4% | CCCn1nnnc1SCC(=O)NNC(=O)c1ccco1
-9.5% | 2.3% | -8.5% | 200.2%[activator] | 0.7% | 281.8%[activator] | 172.2%[activator][59 µM] | 9.5% | 237.5%[activator] | CCCN(C(=O)c1cc2c(s1)-c1ccccc1OC2)c1ccccc1F
2.1% | 4.1% | 1.1% | 6.0% | 23.5% | 36.5% | 12.3%[59 µM] | 1.1% | -13.5% | COC(=O)Nc1ccc(OCC(=O)N2CCOCC2)cc1
-5.3% | -2.7% | 5.5% | 9.8% | -13.1% | 31.7% | -2.5%[59 µM] | -1.6% | -6.9% | CCN(CC)S(=O)(=O)c1ccc(NC2c3ccccc3C(=O)N2CCN2CCOCC2)cc1 (stereo not given)
10.3% | -7.4% | 1.9% | -0.2% | 35.3%[activator] | 23.0% | ? | 0.8% | -9.0% | O=C(CCC(=O)Nc1nnc(C2CCCCC2)s1)Nc1ccc(F)cc1
-1.0% | 0.0% | -5.2% | ? | -5.1% | -7.2% | ? | 37.7%[activator] | ? | C=CCn1c(CCC(=O)O)ccc1-c1ccc(OC)cc1
-3.4% | 8.9% | -8.0% | -1.4% | 8.6% | 3.8% | ? | -2.0% | -26.1% | N#C/C(C(=O)N1CCCCC1)=C1\Nc2ccccc2S1
-7.6% | -6.3% | -0.9% | 16.5% | 18.6% | 47.9% | 38.7% | 11.2% | 7.8% | Oc1ccc(Br)cc1C1Nc2ccccc2S1 (stereo not given)
i | 1.5% | -1.4% | 12.3% | -5.6% | 46.2%[activator] | -3.3% | -12.0% | -5.6% | CCc1nnc(NC(=O)c2ccc(S(=O)(=O)N(CCOC)CCOC)cc2)s1
1.7% | 7.0% | 3.6% | -32.5% | 7.4% | ? | ? | -5.1% | ? | Cn1c(=O)[nH]c(=O)c2c1nc(SCC(=O)O)n2CCc1ccccc1
i | -8.8% | -0.6% | -5.4% | 112.3%[activator] | 50.6%[activator] | 12.9% | 1.4% | 3.0%[11.4 µM] | Cc1cccc(OCC(=O)N2CCN(S(C)(=O)=O)CC2)c1
-5.1% | 1.8% | nt | nt | 17.9% | 11.6% | nt | 2.2% | -6.0% | O=C(NCC1CCCO1)c1ccc(NC(=O)c2cccc(Cl)c2)cc1 (stereo not given)
3.6% | -3.2% | -11.1% | 1.0%[57.1 µM] | -12.4% | 11.1% | -39.4%[59 µM] | 32.4%[activator] | -18.6% | CCC1CCc2c(sc(NC(=O)C3c4ccccc4Oc4ccccc43)c2C#N)C1 (stereo not given)
-2.2% | -13.5% | nt | nt | 12.8% | 30.6% | nt | -0.7% | -11.7% | O=C(COC(=O)c1n[nH]c2ccccc12)NCCc1ccccc1
-9.9% | 10.3% | nt | -3.4% | 16.1% | 43.3%[activator] | 0.6%[0.501 µM] | -3.0% | -15.0% | COc1ccc2cc(C=O)n(C)c2c1
-2.6% | -1.8% | nt | nt | 37.1%[activator] | 38.9% | nt | -0.5% | 10.2% | C=CCn1c(SCCN2C(=O)c3ccccc3C2=O)nc2scc(-c3ccc(F)cc3)c2c1=O
-5.1% | 9.7% | -4.9% | 3.6% | ? | 23.9% | 23.4% | 8.4% | 2.1% | CC(C)N(C(=O)CSc1nc(COc2ccccc2)nc2ccccc12)C(C)C
-5.9% | 6.5% | -0.9% | 7.2% | 1.8% | 39.3%[activator] | 27.6%[0.501 µM] | 4.5% | -3.2% | CCOC(=O)N1CCN(C(=O)CSCc2ccc(C)cc2)CC1
i | 0.4% | 0.4% | -2.5% | -10.7% | 65.9%[activator] | 35.3%[0.501 µM] | -3.0% | -5.3% | CCc1nnc(NC(=O)COC(=O)CN2C(=O)c3ccccc3C2=O)s1
2.2%&-3.1% | 3.0%&7.2% | 0.5%&-0.2% | -5.4%&4.8% | 15.0%&1.7% | 22.5%&40.7% | 0.9% | 3.2%&-2.4% | ? | COc1cccc(CNC(=O)CCCn2nc(C)n3c(cc4sccc43)c2=O)c1
1.5% | 7.08µM* | 4.6% | -6.5% | 92.3%[activator] | 8.4% | -12.4% | 1.6% | -8.7% | Cc1cc(Cl)ccc1N1C(=O)CC(NNC(=O)c2cccnc2)C1=O (stereo not given)
-1.3% | 1.3% | 5.7% | -3.4% | -7.7% | 44.1%[activator] | ? | -1.0% | -8.9% | O=C(Cn1cnc2ccccc21)N/N=C/c1ccco1
-4.2% | 0.5% | -3.8% | -0.1% | 37.9%[activator] | 6.8% | 9.3% | 4.1% | -4.2% | CC1=CC2=NC(=O)CC(C)(C(=O)N(CC(=O)NC3CCCC3)Cc3ccc(Cl)cc3)N2C=C1 (stereo not given)
i | 0.0% | -1.2% | -30.3% | 16.5% | 43.3%[activator] | 0.4% | -0.3% | 9.6% | CCOC(=O)Cc1c(C)nc(SC)[nH]c1=O
2.2% | 7.5% | -9.7% | 91.7%[activator] | -2.6% | 73.9%[activator] | 29.3%[59 µM] | 0.8% | 24.2% | O=C(Oc1ccc2c(-c3ccccc3)cc(=O)oc2c1)C1CCCCC1
-2.1% | 7.1% | -7.5% | 49.1%[activator] | -0.9% | 116.9%[activator] | -9.9% | -18.4% | 49.6%[activator] | C=CCSC1=N/C(=C\c2ccc3c(c2)OCO3)C(=O)S1
-0.7% | -10.8% | -0.3% | 1.9% | 39.7%[activator] | 17.2% | -10.9%[2.33 µM] | -8.3% | -8.3% | CCOc1ccccc1/C=N/n1c(C)nc2ccccc2c1=O
-1.7% | 0.2% | -1.6% | -2.4% | 18.9% | 63.4%[activator] | 16.0% | -4.8% | 8.1% | CC(C)(C)Sc1ccccc1S(=O)(=O)C(C)(C)C
-0.8% | -0.9% | nt | -0.4% | 5.9% | 25.1% | ? | -1.6% | -4.1% | Cc1cc(C)n2nc(SCC(=O)N(C)C3CCCCC3)nc2n1
-16.5% | -4.3% | 4.1% | -5.6% | -7.0% | 8.5% | -43.6% | 17.0% | -6.4% | CCOC(=O)c1ccccc1N=N/C(C(C)=O)=C(/C)O
-7.1% | 4.2% | -9.7% | 169.4%[activator] | 2.8% | 305.1%[activator] | -0.1%[12.7 µM] | ? | 124.3%[activator] | O=C(Nc1ccccc1Sc1ccccc1)c1ccccc1
-10.6% | 0.3% | -1.4% | -4.0% | 106.4%[activator] | -2.9% | 12.6%[0.501 µM] | -4.3% | -12.2% | C/C(=N\NC(=O)NC1CCCCC1)c1ccc(Cl)s1
2.1% | 37.9%[activator] | nt | nt | ? | 35.5µM* | nt | 59.8%[activator] | 89.1µM* | C=C(CN(C)C)C(=O)c1cc(C)ccc1C
9.2% | 1.3% | -7.1% | 5.9% | 34.9%[activator] | 15.0% | -6.9%[59 µM] | 3.6% | -6.0% | C=CCn1c(SCC(=O)Nc2ccc3c(c2)CCC3)nc2ccccc2c1=O
-5.7% | -4.9% | -7.2% | ? | 21.5% | -8.9% | 39.8µM* | 0.8% | ? | CCC1C/C(=C/c2cccs2)C(=O)/C(=C/c2cccs2)C1 (stereo not given)
12.7% | -3.7% | -7.4% | 12.0% | -4.0% | 14.8% | -6.6%[59 µM] | 4.9% | -27.8% | O=C(Nc1ccc(Cl)c(Cl)c1)c1csc(-c2ccccc2)n1
i | 6.2% | -7.4% | -2.0% | 47.7%[activator] | 34.8% | 1.5% | 5.8% | 5.5% | CC(C)C(NC(=O)c1ccccc1F)C(=O)OCC(=O)c1ccc(F)cc1 (stereo not given)
-1.3% | -1.5% | -1.1% | 8.6% | 4.6% | 38.5%[activator] | 14.3% | -12.6% | -11.6% | COc1ccc2oc(=O)c(C(=O)NC(C)c3ccccc3)cc2c1 (stereo not given)
5.4% | 0.0% | -1.2% | 6.2% | 8.5% | 16.6% | -8.6% | -6.1% | -6.0% | CN(C(=O)CSC1=NCCS1)c1ccccc1
nt | -6.7% | 4.7% | -0.7% | 11.7% | 30.3% | 14.3%[59 µM] | -4.0% | -2.3% | O=C(CN(Cc1ccccc1)S(=O)(=O)c1ccccc1)NC1CC1
-3.9% | 4.0% | 0.5% | -21.7% | -9.3% | 24.4% | -26.5% | -2.0% | -31.0% | COc1cc(CNCCN(C)C)c(Br)cc1OC1CCCC1
10.4% | -0.3% | -5.7% | -29.4% | 89.5%[activator] | -5.0% | -4.8% | 1.6% | -15.5% | CCOC(=O)c1c(C)c(C(=O)NCc2ccc(OC)cc2)c(C)n1C
i | -23.8% | nt | nt | ? | -9.5%[57 µM] | nt | 5.4% | ? | CCOC=C1C(=O)N(C(C)=O)c2cc(OC)c(OC)cc21
-11.2% | -16.9% | -3.3% | -16.2% | 85.4%[activator] | 37.8% | -5.1% | -8.9% | 5.8% | CCN(CC(=O)NCc1ccc(Cl)cc1)S(=O)(=O)c1ccc(F)cc1

Part of the list above in order of formula weight, high to low.
Tb PGK inh | GLS inh | BLM helicase inh | BAZ2B inh | Pol iota inh | HP1b binding inh | G9a inh | Pin1 inh | JMJD2A Tudor inh | molecule
-11.2% | -16.9% | -3.3% | -16.2% | 85.4%[activator] | 37.8% | -5.1% | -8.9% | 5.8% | CCN(CC(=O)NCc1ccc(Cl)cc1)S(=O)(=O)c1ccc(F)cc1
i | -23.8% | nt | nt | ? | -9.5%[57 µM] | nt | 5.4% | ? | CCOC=C1C(=O)N(C(C)=O)c2cc(OC)c(OC)cc21
5.4% | 0.0% | -1.2% | 6.2% | 8.5% | 16.6% | -8.6% | -6.1% | -6.0% | CN(C(=O)CSC1=NCCS1)c1ccccc1

High-throughput results deposited in PubChem by National Center for Advancing Translational Sciences (NCATS).
